Screens: PubChem, National Center for Advancing Translational Sciences (NCATS)
Tb PFK inh = qHTS Assay to Find Inhibitors of T. brucei phosphofructokinase; ATP-dependent 6-phosphofructokinase (Trypanosoma brucei brucei), O15648; T. brucei PFK, ADP-Glo luminescence; Potency, µM (series often up to 57.5 µM), for inactives: top-dose activity, negative = inhibition, usual class: inhibitors; 330,000 tested, 0.17% active; AID 485367, 2010;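 also: potency is read from the fitted curve at half-maximal effect; 0% = uninhibited 1x PFK enzyme wells and -100% = no-enzyme wells; nearly all actives have a fitted effect of over 60% in size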
Target sequence (O15648 whole entry, looked up): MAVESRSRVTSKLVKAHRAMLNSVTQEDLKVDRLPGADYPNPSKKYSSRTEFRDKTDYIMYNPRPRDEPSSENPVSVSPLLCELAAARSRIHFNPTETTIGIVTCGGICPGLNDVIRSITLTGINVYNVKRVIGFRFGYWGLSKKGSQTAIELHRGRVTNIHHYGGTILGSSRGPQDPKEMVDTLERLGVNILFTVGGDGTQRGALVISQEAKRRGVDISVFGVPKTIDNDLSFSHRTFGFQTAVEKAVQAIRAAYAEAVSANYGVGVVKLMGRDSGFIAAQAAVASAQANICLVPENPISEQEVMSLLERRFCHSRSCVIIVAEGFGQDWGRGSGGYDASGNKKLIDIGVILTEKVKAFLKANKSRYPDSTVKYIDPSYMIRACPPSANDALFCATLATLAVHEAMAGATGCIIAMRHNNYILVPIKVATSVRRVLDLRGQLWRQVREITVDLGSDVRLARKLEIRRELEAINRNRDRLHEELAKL
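ADP-Glo luminescence quantified ADP after 45 min at room temperature, with 1.25 nM T. brucei PFK, 0.1 mM ATP and 0.5 mM fructose-6-phosphate in pH 8.0 TEA buffer. qHTS titrations up to 57 µM; curves classified by quality.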
ELG1 repair inh = qHTS screen for small molecules that inhibit ELG1-dependent DNA repair in human embryonic kidney (HEK293T) cells expressing luciferase-tagged ELG1. HEK293T ELG1-luciferase reporter, luminescence, 16 h; DNA damage induced by 5-fluorouridine. Potency, µM (series often up to 46.1 µM), for inactives: at the top dose activity change, negative = inhibition, usual class: inhibitors. 330,000 tested, 2.3% active. AID 504467, 2011; also: potency is read from the fitted curve at half-maximal effect; % is scaled to controls: 0 for no effect and ±100 for the full control effect; nearly all actives have a fitted effect of over 55% in size
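5-Fluorouridine DNA damage + compound/DMSO, 2,000 cells/well, 16 h, 37 °C/5% CO2. ONE-Glo, 30 min RT, luminescence. Readout = decrease in reporter signal.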
a7 integrin act = qHTS for Activators of Integrin-Mediated Alleviation for Muscular Dystrophy; alpha7betagal myoblasts, beta-gal FDG fluorescence, 48 h; Potency, µM (highest dose often 38.3 µM), without a hit: top-dose activation, hits mostly activators; 350,000 tested, 0.064% active; AID 624291, 2012;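 also: potency is read from the fitted curve at half-maximal effect; 100% = response of the positive control SU9516; nearly all actives have a fitted effect of over 60% in size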
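Alpha7betagal+/- myoblasts (passage 13) were plated 16-24 hr, then exposed to compounds (1:260 dilution of DMSO stock) for 48 hours at 37C. After MPER lysis, β-galactosidase reporter activity was read as FDG fluorescence (ex 480/em 540) after 30 minutes.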
A-T KAP1 phos = qHTS Assay for Identifying a Potential Treatment of Ataxia-Telangiectasia; AID 485349, 2010; […] A-T fibroblasts, KAP-1 phosphorylation AlphaLISA; neocarzinostatin DNA damage 30 min before lysis; 320,000 tested, 0.19% active; Potency, µM (top dose mostly 57.5 µM), inactives show at the highest dose activation, most hits filed as activators; also: potency is read from the fitted curve at half-maximal effect; % of control where 0% means no effect; nearly all actives have a fitted effect of over 45% in size
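hTERT-immortalized A-T patient fibroblasts ([…]), 500 cells/well in OPTI-MEM, 1% FBS, got compounds for 60 min, then NCS for 30 min at 37C. Lysates were then assayed for phospho-KAP-1 by AlphaLISA (anti-pKAP1 donor, anti-KAP1 acceptor beads), 6 hr at 25C.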
Mito fusion yeast = qHTS Assay for Small Molecule Inhibitors of Mitochondrial Division or Activators of Mitochondrial Fusion; S. cerevisiae fusion-defective mutant growth rescue, CellTiterGlo 48 h; Potency, µM (titrated, usually from 46.1 µM), inactives show top-dose growth rescue (activation), usual class: activators; 320,000 tested, 0.23% active; AID 485298, 2010;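 also: potency is read from the fitted curve at half-maximal effect; % of control where 0% means no effect; nearly all actives have a fitted effect of over 45% in size; temperature-sensitive fusion mutants such as fzo1-1 at 37 °C on non-fermentable ethanol glycerol medium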
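Temperature-sensitive fusion-defective S. cerevisiae (e.g. fzo1-1, mgm1-5) were grown with compound in YPEG medium (3% ethanol, 3% glycerol) for 48 hours at 37C. Growth rescue was measured as viability by CellTiterGlo luminescence after 10 minutes at ambient.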
TSHR antagonist = Antagonists of the Thyroid Stimulating Hormone Receptor: HTS campaign | Thyrotropin receptor (Homo sapiens), P16473 | TSHR-expressing cells, TSH-stimulated cAMP HTRF, 2 h; active compounds read low | activity change, negative = inhibition, % at 11.5 µM | 330,000 tested, 0.2% active | AID 504810, 2011;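 active = activity change below a set negative limit, meaning inhibition stronger than a set level, cut at about -70% in these data; inconclusive = activity change between two set negative limits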; also: % is scaled to controls: 0 for no effect and ±100 for the full control effect
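Antagonism was scored as loss of TSH-driven cAMP in TSHR cells, stimulated with 4nM TSH (EC80) for 2 hours at 37 deg C and detected by homogeneous HTRF competition immunoassay.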
PTAP TSG101 blk = qHTS Assay for Iinhibitors of HIV-1 Budding by Blocking the Interaction of PTAP/TSG101; Tumor susceptibility gene 101 protein (Homo sapiens), Q99816; Fluorescence polarization, FITC-PTAP peptide / Tsg101 binding; Potency, µM (titrated, usually from 115 µM), for the others: top-dose activity change, negative = inhibition, usual class: inhibitors; 340,000 tested, under 10 active; active = well fitted inhibition curve with a large enough effect in the main read-out, with a control signal flat, not every such curve was filed as active; inconclusive = small, poorly fitted or top-dose-only effect, or effect the other way, or a change in a side signal; inactive = no such curve, though single readings can be large or run the other way; also: potency is read from the fitted curve at half-maximal effect; % of control where 0% means no effect
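Fluorescence anisotropy tracks displacement of a FITC-tagged PTAP peptide (50 nM) from the Tsg101 binding domain (10 uM), following a 20 min room-temperature incubation at pH 7.5.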
ASM inhibitor = Inhibitors of Secretory Acid Sphingomyelinase (S-ASM): qHTS | 340,000 tested, 0.006% active | Potency, µM (top dose mostly 57.5 µM), without a hit: at the top dose activity change, negative = inhibition, actives largely listed as inhibitors | Sphingomyelin phosphodiesterase (Homo sapiens), P17405 | placental ASM, HMU-PC fluorogenic substrate, 60 min; also: potency is read from the fitted curve at half-maximal effect
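Human placenta-derived ASM enzyme was preincubated with compound for 10 minutes at room temperature, then given fluorogenic substrate HMU-PC0 (9 uM final) for 60 minutes at 37 °C; a pH 10 stop preceded fluorescence reading at Ex 386/Em 447 nm.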
Chronic BCR inh = qHTS Assay to Find Inhibitors of Chronic Active B-Cell Receptor Signaling; ABC-DLBCL IkBa-CBG/CBR reporter, luminescence ratio, 4 h; Potency, µM (top dose mostly 46.1 µM), without a hit: at the highest dose ratio change, negative = lower green/red ratio, actives largely listed as inhibitors; 340,000 tested, 0.05% active; active = well fitted inhibition curve with a large enough effect in the signal ratio, with a control signal flat, not every such curve was filed as active; inconclusive = small, poorly fitted or top-dose-only effect, or effect the other way, or a change in a side signal; the % refers to the signal ratio;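 also: potency is read from the fitted curve at half-maximal effect; plate controls were basal doxycycline-induced cells for no effect and cells given 10 µM MG132 for full effect; MG132 reads +100%, hits lower the ratio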
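TMD8 human ABC-DLBCL cells with doxycycline-inducible IκBα–green luciferase fusion and unfused red luciferase, in 0.5% FBS medium; compounds up to 46 uM, 4 h at 37C. Green/red luminescence ratio, filter-overlap corrected, fitted to concentration-response curves.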
TCR activator = Activators of T cell receptors: qHTS campaign; primary human leukocytes, anti-CD3, IL-2 HTRF, 48 h; Potency, µM (top dose mostly 9.22 µM), for the others: at the highest dose activation of IL-2 secretion, most hits filed as activators; AID 504894, 2011; 330,000 tested, under 10 active; also: % of control where 0% means no effect
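Readout: HTRF IL-2, Eu-cryptate/d2 antibody pair, 320nm excitation, 665nm emission. Stimulus: a-CD3 beads, no co-stimulation. Cells: primary human leukocytes. Exposure: 48 hr with compound.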
Eya2 phos inh = qHTS Assay for Inhibitors of the Phosphatase Activity of Eya2; Protein phosphatase EYA2 (Homo sapiens), O00167; recombinant Eya2, OMFP fluorescence dephosphorylation (OMFP is methylfluorescein phosphate); Potency, µM (highest dose often 76.9 µM), for the others: at the highest dose activity, negative = inhibition, usual class: inhibitors; 330,000 tested, 0.006% active; AID 488837, 2010; also: potency is read from the fitted curve at half-maximal effect; % is scaled to controls: 0 for no effect and ±100 for the full control effect
Target sequence (O00167 whole entry, looked up): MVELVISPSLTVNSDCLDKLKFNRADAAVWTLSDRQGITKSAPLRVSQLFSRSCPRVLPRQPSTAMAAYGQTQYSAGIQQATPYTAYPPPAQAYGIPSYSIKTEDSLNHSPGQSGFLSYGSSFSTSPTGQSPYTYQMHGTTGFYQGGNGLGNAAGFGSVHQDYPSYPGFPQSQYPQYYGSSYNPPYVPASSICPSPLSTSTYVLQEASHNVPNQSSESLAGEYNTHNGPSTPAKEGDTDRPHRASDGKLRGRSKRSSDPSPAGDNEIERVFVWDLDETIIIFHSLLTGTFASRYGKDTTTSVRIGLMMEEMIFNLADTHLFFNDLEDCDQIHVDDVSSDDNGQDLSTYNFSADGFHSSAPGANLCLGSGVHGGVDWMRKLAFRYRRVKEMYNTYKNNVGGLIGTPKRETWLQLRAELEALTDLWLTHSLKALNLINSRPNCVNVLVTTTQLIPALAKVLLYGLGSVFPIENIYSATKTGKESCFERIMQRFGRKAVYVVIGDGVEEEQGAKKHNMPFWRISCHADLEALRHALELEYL
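Eya2 protein (added as 0.2 uM solution) was preincubated with compound for 10 min at ambient temperature in 50 mM HEPES pH 7.5, 50 mM NaCl, 5 uM MgCl2, 0.05% BSA, 1 mM DTT. OMFP (added at 50 uM) then reacted 10 min; fluorescence read at 485/525 nm.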
The depositor's hits bear a star; ? = inconclusive; . = not tested or not shown; [ ] = another dose, or the depositor's remark. Unless noted, calls follow the shape of the dose curve; as a rule, active = well fitted curve in the direction sought with a large enough effect; inconclusive = small, poorly fitted or top-dose-only effect, or another doubt; inactive = no such curve, though single readings can be large; an effect the other way counts as inactive or inconclusive.

Compound	Tb PFK inh	ELG1 repair inh	a7 integrin act	A-T KAP1 phos	Mito fusion yeast	TSHR antagonist	PTAP TSG101 blk	ASM inhibitor	Chronic BCR inh	TCR activator	Eya2 phos inh
O=C(COc1ccc(Cl)cc1Cl)N1CCCC1	-4%	24%	2%	.	-5%	2	-5%	3%	14%	-3%	-3%
CN1CCN(C(=S)c2ccc(N(C)C)cc2)CC1	?	18%	5%	-2%	7%	24	-4%	-1%	8%	-18%	4%
COc1ccc(C2N(C(=O)c3ccccc3)CCN2C(=O)c2ccccc2)cc1	-1%	-3%	-5%	0%	-1%	23	-6%	2%	-3%	10%	5%
Cc1c(NC(=O)COC(=O)/C=C/c2ccccc2Br)c(=O)n(-c2ccccc2)n1C	6%	29%	-29%	0%	-9%	-2	-2%	3%	0%	-3%	-5%
CSc1ccccc1NC(=O)CO/N=C(\C)c1cc2ccccc2o1	3%	?	1%	29%	11%	-14	-2%	-6%	7%	-5%[46.1 µM]	-10%
Cc1cccc2cc(C#N)c(N3CCC(O)CC3)nc12	4%	-16%	12%	3%	6%	-1	-1%	118%[activator]	?	0%	-3%
O=C1c2ccccc2C(=O)N1OCc1c(F)cccc1Cl	-17%	0%	24%	?	-2%	-1	-4%	2%	0%	-2%	-14%
CSCC(C)N1CCC(n2nccc2NC(=O)CCOc2ccccc2)CC1 (configuration not stated)	1%	-1%	24%	10%	-1%	1	4%	7%	4%	-1%	4%
O=C(N/C=C/c1ccco1)NCc1ccccc1	-6%	-1%	-8%	2%	-20%	0	2%	-13%	-2%	0%	0%
COc1ccc(NC(=O)Nc2cccc3ccccc23)c(OC)c1	-8%	?	-12%	6%	-6%	1	3%	3%	-1%	7%	3%
O=C(NCC1CCCO1)c1cccc(S(=O)(=O)N2CCOCC2)c1 (configuration not stated)	-1%	?	-4%	6%	0%	-5	-5%	1%	-1%	2%	-14%
O=C(CSc1nnc2ccc3ccccc3n12)N1CCOCC1	7%	?	9%	-1%	?	14	-4%	7%	1%	1%[46.1 µM]	-1%
Cc1ccccc1OCCC(=O)Nc1cc(S(=O)(=O)N2CCOCC2)ccc1OC(C)C	1%	-5%	-34%[inhibitor]	-2%	-1%	18	0%	-5%	0%	9%	-13%
CCOC(=O)c1ccc(NC(=S)N2CCN(c3ccc(N4CCOCC4)nn3)CC2)cc1	-3%	-7%	0%	1%	3%	19	1%	52%[activator]	1%	7%	14%
Cc1ccc(C2=NN(CC(=O)NCc3cccs3)C(=O)CC2)cc1	-5%	7%	13%	3%	-4%	8	-5%	2%	-9%	0%	-19%
COc1cccc(OC)c1OCCCOc1ccc([N+](=O)[O-])cc1Cl	-1%	-9%	-8%	5%	24%	-2	-2%	-1%	?	1%[46.1 µM]	-4%
O=C(NCc1cccs1)c1cc(-c2cccs2)on1	-3%	?	21%	1%	0%	13	.	4%	?	.	0%
Cc1ccc2c(c1)CC(C)N2S(=O)(=O)c1nnc(NC(=O)CC(C)C)s1 (configuration not stated)	-1%	-2%	20%	2%	-1%	-13	1%	-2%	11%	-3%	8%
COc1ccccc1CCNC(=O)C1(C)CC1(Cl)Cl (configuration not stated)	0%	-9%	-15%	1%	0%	4	-3%	-2%	5%	-1%	8%
Cc1cc(C)cc(NC(=S)N2CCCC2)c1	2%	-1%	-16%	0%	-10%	-2	-3%	3%	0%	3%	1%
CCOC(=O)N1CCN(C(=O)/C(=C/c2ccc(N(C)C)cc2)NC(=O)c2ccccc2)CC1	1%	-7%	1%	-7%	-1%	-5	-2%	3%	-2%	2%	1%
NS(=O)(=O)c1cccc(NC(=O)CSc2nc3ccccc3[nH]2)c1	2%	-3%	6%	-4%	-1%	3	-3%	-4%	-18%	-2%	6%
O=C(Nc1ccncc1)c1ccc(-c2ccccc2)cc1	-7%	1.8µM*	-23%	-2%	-6%	?	0%	-7%	?	5%	2%
COc1ccc(NC(=O)c2cccc(OC(=S)N3CCOCC3)c2)cc1	-3%	-5%	-27%	1%	2%	1	1%	-3%	?	-2%	3%
CNC(=O)c1c(NC(=O)CS(=O)(=O)c2ccccc2)sc(C)c1C	3%	6%	19%	1%	1%	3	0%	.	?	-2%	12%
COc1cccc(NC(=O)CCN2CCOCC2)c1	-5%	-1%	10%	7%	2%	13	-9%	-5%	11%	.	-7%
CC(C)(C)C(=O)Nc1ccc(C(=O)COC(=O)C2CC2)cc1	0%	?	19%	5%	-2%	4	-8%	3%	0%	-4%	-9%
CCOc1ccc(CCNC(=O)CSCC(=O)Nc2ccc(OC)cc2)cc1OCC	-3%	-13%	?	5%	1%	-35	0%	2%	-8%	-2%	6%
CCN(Cc1cnn(C)c1)C(=O)C1CCC(=O)N(CCc2ccc(OC)cc2)C1 (configuration not stated)	2%	-7%	-16%	8%	3%	-6	0%	-1%	?	-24%	-3%
Cc1cccc(-n2ccc(=O)c(C(=O)Nc3ccc(S(=O)(=O)Nc4onc(C)c4C)cc3)n2)c1	1%	5%	10%	0%	-27%	5	-6%	-1%	1%	7%	3%
CCC(C)NCCCOc1ccc([N+](=O)[O-])cc1 (configuration not stated)	-8%	2%	5%	1%	6%	17	-1%	-1%	-1%	-2%[46.1 µM]	2%
Cc1nn(S(=O)(=O)N(C)C)c(C)c1CN1C(=O)c2ccccc2C1=O	8%	-3%	16%	2%	-12%	7	-9%	0%	7%	2%	4%
CC(C(=O)N1CCc2ccccc21)N(C)CC(=O)Nc1ccccc1Cl (configuration not stated)	2%	-12%	-34%	7%	15%	-6	-3%	-2%	?	-5%	-8%
CC(=O)Oc1ccc(C(=O)Nc2cccc3c2CCCC3)cc1	3%	6%	17%	16%	4%	-6	0%	-1%	-15%	.	4%
O=C(NCCc1ccc(Cl)cc1)c1cc(=O)[nH]c2ccccc12	2%	23%	-9%	-2%	4%	-2	-9%	3%	6%	2%	-29%
Cc1ccccc1OCCNC(=O)/C=C/c1ccccc1	-6%	?	12%	1%	10%	3	0%	-4%	?	-1%[46.1 µM]	0%
CCCN(CC1CC1)C(=S)Nc1ccc(Oc2ccccc2)cc1	7%	-9%	-31%[inhibitor]	4%	25%	-21	0%	-3%	0%	1%[46.1 µM]	-1%
Cc1nc(C(F)(F)F)c(C(=O)NC(=O)Nc2ccc(OC(F)(F)F)cc2)s1	-1%	0%	4%	4%	-2%	-7	-1%	3%	-19%	5%	-4%
